High-throughput results as filed in PubChem.
TAAR1 ag – human TAAR1 agonism. activation, % at 3 µM. 0.99% of 360,000 active. CHO RD-HGA16 TAAR1, Fluo-8 calcium fluorescence; vehicle wells 0%, saturating PEA agonist 100%;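 active means activation above the mean activation of all test compounds in the run plus 3 SD, cut at about 38% in these data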
Target sequence (Q96RJ0 whole entry, looked up): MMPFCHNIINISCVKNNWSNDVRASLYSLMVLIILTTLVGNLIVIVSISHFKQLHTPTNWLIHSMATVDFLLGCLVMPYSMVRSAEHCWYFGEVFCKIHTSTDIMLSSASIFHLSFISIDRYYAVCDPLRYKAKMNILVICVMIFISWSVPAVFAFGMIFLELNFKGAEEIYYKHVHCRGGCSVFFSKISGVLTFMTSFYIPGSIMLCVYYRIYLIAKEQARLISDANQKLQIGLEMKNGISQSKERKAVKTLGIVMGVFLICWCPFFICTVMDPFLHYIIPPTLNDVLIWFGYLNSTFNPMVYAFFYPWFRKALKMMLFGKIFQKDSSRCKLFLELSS
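Assay system – CHO-derived RD-HGA16 cells with stable Gα16 and human TAAR1 · Compound dosing – one-point dosing at 3 µM (nominal) · Incubation – 17-24 h seeding, 75 min 37 °C dye, 30 min RT · Measured by – kinetic Fluo-8 calcium fluorescence · Control set – DMSO vehicle as 0%, PEA at EC100 as 100% · Repeats – single well for each compound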
CHRM5 agonist – agonists of human muscarinic M5 receptor (CHRM5). 0.19% of 360,000 active. AID 624037. activation, % at 3 µM. P08912. CHO-K1 hM5 cells, Fluo-8 calcium fluorescence; 0% DMSO wells, 100% maximal acetylcholine response;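 active means activation above the run's mean over test compounds plus 3 SD, cut at about 23% in these data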;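 further: signal is peak over basal fluorescence ratio across the kinetic read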
CHRM5 PAM – potentiates acetylcholine response at human M5 receptor; P08912; 0.3% of 360,000 active; CHO-K1 hM5, Fluo-8 calcium, ACh EC20 PAM; 0% = ACh EC20, 100% = ACh EC100; activation, % at 3 µM;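 active means activation above the run cutoff, the mean activation of all test compounds plus 3 SD, cut at about 18% in these data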
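Test system: CHO-K1 hM5 cells / Doses: single-point, 3 µM nominal / Times: Post-acetylcholine fluorescence recording 140 s / Technique: Fluo-8 calcium fluorescence / Measure: Max/basal fluorescence ratio as % of EC20–EC100 ACh window / Benchmarks: low control EC20 acetylcholine (0%), high control EC100 acetylcholine (100%) / Replicates: one well per compound, no replicates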
CHRM1 antagonist – human CHRM1 antagonism; P11229; CHO-K1 hM1, Fluo-8 calcium fluorescence, ACh EC80 antagonist; inhibition, % at 3 µM; 1.3% of 360,000 active; AID 588852;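 active means percent inhibition above its own plate's cutoff, namely the mean of that plate's compound wells plus 3 SD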;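 further: peak over basal fluorescence ratio during 140 s after agonist addition; 0% = ACh EC80 plus DMSO and 100% = DMSO alone without agonist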
M1 ag – activates human CHRM1 receptor; activation, % at 3 µM; 0.33% of 360,000 active; CHO-K1 hM1, Fluo-8 calcium fluorescence, agonist mode; 0% DMSO, 100% acetylcholine EC100; AID 588814;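 active means activation above the run's mean compound activation plus 3 SD, cut at about 16% in these data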;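 further: peak over basal fluorescence ratio within a 140 s kinetic read after compound addition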
CHRM1 PAM – potentiates human M1 receptor response to acetylcholine; AID 588819; 0.088% of 360,000 active; P11229; activation, % at 3 µM; CHO-K1 hM1, Fluo-8 calcium fluorescence, ACh EC20; 0% = ACh EC20, 100% = maximal ACh; in the data active means activation above about 19%, passing the limit was not always enough
CHRM4 agonist – CHRM4 agonism in calcium assay | P08173 | 0.14% of 360,000 active | CHO-K1 hM4/Gqi5, Fluo-8 calcium fluorescence; vehicle 0%, full acetylcholine response 100% | AID 624127 | activation, % at 3 µM;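 active means activation above the run mean over all test wells plus 3 SD, cut at about 32% in these data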;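 further: peak over basal fluorescence ratio per well then scaled between controls; 0% = DMSO wells and 100% = acetylcholine at EC100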
Target sequence (P08173 whole entry, looked up): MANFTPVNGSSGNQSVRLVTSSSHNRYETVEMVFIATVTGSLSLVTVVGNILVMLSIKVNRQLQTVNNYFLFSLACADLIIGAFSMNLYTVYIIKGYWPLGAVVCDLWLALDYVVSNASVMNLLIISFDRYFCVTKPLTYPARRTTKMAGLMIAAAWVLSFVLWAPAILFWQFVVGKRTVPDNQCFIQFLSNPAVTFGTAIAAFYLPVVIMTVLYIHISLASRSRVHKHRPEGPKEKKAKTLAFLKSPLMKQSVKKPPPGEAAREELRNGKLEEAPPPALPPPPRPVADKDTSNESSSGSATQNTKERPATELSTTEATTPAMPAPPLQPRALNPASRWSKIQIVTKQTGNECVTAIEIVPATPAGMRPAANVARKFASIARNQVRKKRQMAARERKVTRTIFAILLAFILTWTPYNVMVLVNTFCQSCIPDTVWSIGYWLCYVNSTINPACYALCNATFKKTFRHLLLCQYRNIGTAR
M4 antag – antagonists of human muscarinic M4 receptor (CHRM4); 0.73% of 360,000 active; P08173; AID 624125; inhibition, % at 3 µM; CHO-hM4 cells, ACh EC80, Fluo-8 calcium fluorescence;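 active means inhibition above its plate's cutoff, the mean inhibition of sample wells plus 3 SD, cut at about 27% in these data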;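 further: 0% = acetylcholine EC80 with DMSO and 100% = DMSO without agonist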
CHRM5 antagonist – antagonists of human muscarinic M5 receptor (CHRM5). P08912. inhibition, % at 3 µM. CHO-hM5 cells, Fluo-8 calcium fluorescence, ACh EC80. 0.59% of 360,000 active;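 active means inhibition above a per-plate cutoff, the mean of that plate's test compounds plus 3 SD, cut at about 27% in these data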;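 further: 0% = acetylcholine EC80 with DMSO and 100% = DMSO without agonist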
* = called active by the depositor. Only part of the results is shown; rates above refer to the full screens.

1) CCOc1ccc(CNc2nc3ccccc3n2CCN2CCOCC2)cc1
2) CCN(CC(=O)Nc1c(F)cccc1F)C(=O)c1ccc(COc2ccccc2)o1
3) O=c1[nH][nH]c(-c2ccccc2)c1C=Nc1ccc(Cl)cc1
4) O=[N+]([O-])c1ccc(NC(=S)NCC(c2cccnc2)N2CCOCC2)cc1 (stereo unspecified)
5) O=C(C1CCCN(S(=O)(=O)c2ccc(Br)cc2)C1)N1CCN(Cc2ccccc2)CC1 (stereo unspecified)
6) O=C(NC1(C(F)(F)F)C(=O)Nc2c1c(=O)[nH]c(=O)n2Cc1ccccc1)c1ccc(Cl)cc1Cl (stereo unspecified)
7) CC(=O)Nc1ccc(S(=O)(=O)NCCC(=O)Nc2ccc(C)c(Cl)c2)cc1
8) Cn1c(=O)c2cc(S(=O)(=O)NC(C(=O)Nc3cccc(F)c3)c3ccccc3)ccc2n(C)c1=O (stereo unspecified)
9) Cc1nn(C)cc1/C=C/C(=O)c1ccc(O)cc1
10) CCc1nn(CCCC(=O)NCc2cc(Br)ccc2OC)c(=O)c2cc3occc3n12

| Screen / compound no. | 1 | 2 | 3 | 4 | 5 | 6 | 7 | 8 | 9 | 10 |
| --- | --- | --- | --- | --- | --- | --- | --- | --- | --- | --- |
| CHRM5 agonist | -0.2 | 0.5 | -3.2 | 2.4 | -3.6 | 2.4 | 0.5 | -0.5 | 3.0 | -6.8 |
| CHRM1 PAM | 10.3 | -6.3 | 5.7 | 9.5 | -1.4 | 6.4 | 6.0 | 9.5 | 7.8 | -14.5 |
| CHRM1 antagonist | -12.3 | 0.6 | -12.6 | -0.8 | 2.9 | -13.0 | -4.7 | -18.6 | -7.5 | 4.7 |
| CHRM4 agonist | 0.7 | 2.4 | 0.4 | 0.5 | 9.6 | 0.3 | 0.2 | 3.9 | -0.2 | 12.3 |
| M4 antag | -8.3 | 1.2 | -0.2 | 1.2 | -6.4 | -1.0 | 2.6 | -9.6 | 0.7 | -5.3 |
| CHRM5 PAM | 1.6 | -5.7 | 10.1 | 3.2 | -8.4 | 0.4 | 2.2 | -2.5 | -2.4 | -2.5 |
| TAAR1 ag | -0.9 | 7.9 | -0.5 | 1.9 | -0.6 | 8.7 | 1.2 | 7.1 | 1.1 | -0.8 |
| M1 ag | -4.6 | -4.0 | -3.9 | -3.9 | -3.7 | -3.1 | -6.1 | -8.9 | -3.5 | -12.0 |
| CHRM5 antagonist | -7.5 | 6.0 | -0.4 | 3.5 | 16.0 | 2.2 | 1.2 | 1.0 | -9.2 | 8.8 |

7 compounds from above, ordered by the value under M1 ag, low to high:
nr	Compound	CHRM5 agonist	CHRM1 PAM	CHRM1 antagonist	CHRM4 agonist	M4 antag	CHRM5 PAM	M1 ag	CHRM5 antagonist
10	CCc1nn(CCCC(=O)NCc2cc(Br)ccc2OC)c(=O)c2cc3occc3n12	-6.8	-14.5	4.7	12.3	-5.3	-2.5	-12.0	8.8
8	Cn1c(=O)c2cc(S(=O)(=O)NC(C(=O)Nc3cccc(F)c3)c3ccccc3)ccc2n(C)c1=O (stereo unspecified)	-0.5	9.5	-18.6	3.9	-9.6	-2.5	-8.9	1.0
7	CC(=O)Nc1ccc(S(=O)(=O)NCCC(=O)Nc2ccc(C)c(Cl)c2)cc1	0.5	6.0	-4.7	0.2	2.6	2.2	-6.1	1.2
2	CCN(CC(=O)Nc1c(F)cccc1F)C(=O)c1ccc(COc2ccccc2)o1	0.5	-6.3	0.6	2.4	1.2	-5.7	-4.0	6.0
4	O=[N+]([O-])c1ccc(NC(=S)NCC(c2cccnc2)N2CCOCC2)cc1 (stereo unspecified)	2.4	9.5	-0.8	0.5	1.2	3.2	-3.9	3.5
5	O=C(C1CCCN(S(=O)(=O)c2ccc(Br)cc2)C1)N1CCN(Cc2ccccc2)CC1 (stereo unspecified)	-3.6	-1.4	2.9	9.6	-6.4	-8.4	-3.7	16.0
9	Cc1nn(C)cc1/C=C/C(=O)c1ccc(O)cc1	3.0	7.8	-7.5	-0.2	0.7	-2.4	-3.5	-9.2

Next part.
11) COc1ncnc2c1ncn2CCCNCC(c1ccccc1)c1ccccc1
12) Cc1ccc(OCC(=O)NCC(=O)Nc2ccc(F)c(F)c2F)c([N+](=O)[O-])n1
13) Clc1ccccc1NN(Cc1ccncc1)c1ccccc1Cl
14) CCOC(=O)N1CCN(c2nnc(-c3ccccc3)c3ccccc23)CC1
15) COc1ccc(CCN(Cc2cc3cc(C)cc(C)c3nc2Cl)C(=O)C2CC2)cc1
16) CCN(C(=O)COC(=O)COc1ccc(Cl)c(C)c1)C1CCS(=O)(=O)C1 (stereo unspecified)
17) COc1ccc(S(=O)(=O)NCC(=O)N(CC(=O)NCC2CCCO2)c2ccccc2C)cc1 (stereo unspecified)
18) Nn1c(Cc2ccccc2)nc2cc(Cl)ccc2c1=O
19) CC(C)CCNC(=S)Nc1ccc2nc3n(c(=O)c2c1)CCCCC3
20) CCOC(=O)c1c(NC(=S)Nc2ccc(OCC)cc2)sc2c1CCN(C)C2

| Screen / compound no. | 11 | 12 | 13 | 14 | 15 | 16 | 17 | 18 | 19 | 20 |
| --- | --- | --- | --- | --- | --- | --- | --- | --- | --- | --- |
| CHRM5 agonist | -2.3 | -1.0 | -3.4 | -5.4 | -4.0 | 5.9 | -2.9 | 0.2 | 0.0 | -2.2 |
| CHRM1 PAM | -8.5 | 10.0 | -8.1 | -23.5 | 15.7 | 3.5 | 9.7 | 0.9 | 1.0 | 2.9 |
| CHRM1 antagonist | 14.3 | -9.7 | 7.0 | 18.5 | -18.4 | -1.4 | -11.5 | -6.2 | -13.4 | 1.8 |
| CHRM4 agonist | 0.6 | 1.2 | -2.9 | 2.7 | 0.6 | 2.6 | 1.0 | 2.3 | 5.9 | 9.0 |
| M4 antag | -3.4 | -0.5 | 0.6 | 17.0 | -0.7 | 0.7 | -4.8 | -9.3 | -8.7 | -0.8 |
| CHRM5 PAM | -2.5 | 1.7 | -14.9 | -0.2 | -8.5 | 2.5 | 2.3 | -1.5 | -4.6 | -4.6 |
| TAAR1 ag | 1.4 | 2.8 | 9.5 | 4.9 | 7.8 | 2.5 | 15.1 | -0.8 | 6.1 | -0.1 |
| M1 ag | -6.6 | -8.0 | -4.3 | -10.6 | 0.5 | -2.8 | -0.7 | -5.3 | -9.4 | -6.0 |
| CHRM5 antagonist | -1.0 | -4.7 | 2.7 | -0.4 | -5.1 | 7.0 | -14.3 | 8.4 | 2.7 | 16.6 |

21) Cn1nnc2cc(C(=O)Nc3ccc(Cl)cc3)ccc21
22) CCOc1[nH]n(-c2ccccc2)c(=O)c1C=Nc1ccc(F)cc1F
23) O=C(COC(=O)/C=C/c1cc(Br)ccc1F)Nc1ccc2[nH]c(=O)[nH]c2c1
24) COc1ccccc1NC(=O)N(CCN(C)C)Cc1cc2cc(C)ccc2[nH]c1=O
25) COCC(=O)NC1CCN(C(=O)NCc2ccccc2)CC1
26) Cc1cc(-c2ccc(/C=N/n3cnnc3)o2)c(C)c([N+](=O)[O-])c1
27) O=C1N/C(=N/S(=O)(=O)c2ccccc2)S/C1=C/c1cccnc1
28) CC1=C2C(=O)OC(c3ccoc3)C2(C)CCC1 (stereo unspecified)

| Screen / compound no. | 21 | 22 | 23 | 24 | 25 | 26 | 27 | 28 |
| --- | --- | --- | --- | --- | --- | --- | --- | --- |
| CHRM5 agonist | 0.9 | 0.4 | 5.9 | -2.0 | -0.4 | -3.3 | 0.8 | -7.6 |
| CHRM1 PAM | 6.2 | 4.8 | 4.1 | 10.8 | 5.5 | 4.5 | 7.7 | 0.1 |
| CHRM1 antagonist | -13.4 | -1.6 | -7.5 | -16.8 | -0.8 | -3.6 | -7.9 | -3.5 |
| CHRM4 agonist | 1.3 | 0.9 | 1.4 | 0.4 | 0.7 | 1.0 | 0.9 | 0.0 |
| M4 antag | -3.2 | -6.6 | -5.5 | 7.1 | 9.6 | 3.3 | -3.0 | -3.6 |
| CHRM5 PAM | 9.9 | -1.6 | 2.9 | 5.3 | 0.9 | 2.7 | -3.5 | 3.0 |
| TAAR1 ag | 1.3 | 2.9 | 2.5 | 8.6 | 6.1 | -1.8 | 1.9 | -0.6 |
| M1 ag | -4.5 | -3.7 | 0.0 | -5.1 | -2.7 | -4.0 | -7.3 | -4.4 |
| CHRM5 antagonist | -11.2 | 3.3 | 2.8 | -2.8 | -8.1 | 4.4 | 5.4 | -6.9 |

Given with two lines to a compound: two of the compounds above
Order of values: CHRM5 agonist | CHRM1 PAM | CHRM1 antagonist | CHRM4 agonist | M4 antag | CHRM5 PAM | TAAR1 ag | M1 ag | CHRM5 antagonist
22	CCOc1[nH]n(-c2ccccc2)c(=O)c1C=Nc1ccc(F)cc1F
→ 0.4 | 4.8 | -1.6 | 0.9 | -6.6 | -1.6 | 2.9 | -3.7 | 3.3
23	O=C(COC(=O)/C=C/c1cc(Br)ccc1F)Nc1ccc2[nH]c(=O)[nH]c2c1
→ 5.9 | 4.1 | -7.5 | 1.4 | -5.5 | 2.9 | 2.5 | 0.0 | 2.8
